RmlCD inh mix: inhibitors of RmlC and RmlD coupled enzymes | RmlC/RmlD coupled enzyme inhibition, 384-well mixture HTS | inhibition, % at 5.5 µM | hit rate 0.39% among 110,000; in the data active = inhibition above about 30%, passing the limit was not always enough; note: strong numbers were not always called active
RT RNaseH block: blocks HIV-1 RNase H cleavage of RNA/DNA duplex. P04585. RT-RNase H RNA/DNA duplex cleavage, fluorescence. inhibition, % at 10 µM. hit rate 1.9% among 65,000. AID 565; in the data active = inhibition above about 50%
* hit, by the source's call; nt = no result given. This is a subset, so the mix of outcomes need not match the whole.

SMILES | RmlCD inh mix | RT RNaseH block
Cc1ccc(C)n1-n1cnc2sc3c(c2c1=O)CCCCC3 | 5 | nt
CCOC(=O)C(C)CC(C)C(=O)N1CCOCCN(C(=O)C(C)CC(C)C(=O)OCC)CCOCC1 (stereo unspecified) | 6 | nt
CCC(=O)c1ccc(N2CCN(C(=O)c3ccc(Br)cc3)CC2)c(F)c1 | 9 | 17
COc1ccc(CNC(=O)C2CCN(c3nc(OC)nc(OC)n3)CC2)cc1 | 3 | nt
O=C(CNC(=O)Cc1ccccc1)NCC(=O)OCC(=O)c1ccccc1Cl | -7 | nt
O=C(Cn1cnc2c(nnn2-c2ccc(F)cc2)c1=O)NCc1ccco1 | -3 | 4
Cc1ccc(Nc2nc(Cl)nc(N(C)C#N)n2)cc1 | -12 | nt
N#Cc1cc2c(=O)n3ccccc3nc2n(Cc2cccnc2)c1=N | nt | -2
Cc1cccn2c(=O)c3cc(C#N)c(=N)n(CCCN4CCOCC4)c3nc12 | 9 | nt
O=C(c1cccnc1)N1CCN(Cc2ccccc2Br)CC1 | 14 | nt
O=C(O)CSCCc1ccccn1 | -7 | 3
Cc1nnsc1SCCNC(=O)c1ccc(F)cc1 | -11 | nt
Cc1ccc(S(=O)(=O)[N-]c2nc3ccccc3nc2-n2cc[n+](CCC(C)C)c2)cc1 | -9 | nt
O=C(Nc1ccc2c(c1)nc1n2CCOC1)c1ccco1 | 6 | -1
Cc1ccc(NC(=O)Nc2ccc(F)cc2)nc1 | -8 | -6
COc1ccc(OCC(=O)Nc2ccc(N3CCOCC3)c(Cl)c2)cc1 | 8 | -29
CN1/C(=C/C(=O)c2cccs2)Sc2ccccc21 | -15 | nt
O=C(COC(=O)c1c2c(nc3ccccc13)CCCC2)Nc1ccc2c(c1)OCO2 | 13 | 30
COc1ccc2[nH]c(=O)c(C(c3nnnn3C3CCCC3)N(C)C3CCCCC3)cc2c1 (stereo unspecified) | 6 | 13
CCOC(=O)c1ccc(NC(=O)Oc2ccccc2)cc1 | -11 | -3
CCN(CC)c1nc(Nc2ccc(Cl)cc2)nc(OCC#N)n1 | -10 | -28
CCOC(=O)C(C)Sc1nnc2n1C(C)(C)Cc1ccccc1-2 (stereo unspecified) | 3 | -15
CC(=NCCN1CCNCC1)C1=C(O)CC(C)(C)CC1=O | -13 | -13
COc1ccc(-c2cc(C(F)(F)F)nc(N3CCN(c4ccccc4)CC3)n2)cc1OC | nt | 9
O=C(CSc1ccc(-c2ccccc2)nn1)NCc1ccco1 | -9 | nt
CC(c1cccnc1)N(C(=O)Nc1ccccc1)C1CCCCC1 (stereo unspecified) | 19 | -4
CN(C)c1ccc(CN2CC=C(c3ccc(F)cc3)CC2)cc1 | -3 | -4
CCC(Oc1ccccc1)C(=O)Nc1ccc(S(=O)(=O)N2CCOCC2)cc1 (stereo unspecified) | 4 | nt
CC1CN(C(=O)Nc2ccc3c(c2)OCO3)CC(C)O1 (stereo unspecified) | -11 | nt
CCOC(=O)c1c(NC(=O)CSc2cn(CC)c3ccccc23)sc2c1CCC2 | -10 | nt
CCOC(=O)c1cnc(SCCc2ccccc2)nc1N | 6 | nt
COCCCN1C(=O)c2[nH]nc(-c3ccccc3O)c2C1c1ccc(Cl)cc1 (stereo unspecified) | -1 | 38
CCOCCCNC(=O)C(c1ccc(Cl)cc1)N1CCN(c2ccccc2)CC1 (stereo unspecified) | 9 | -11
NC(=O)CSc1nnc(CNc2cccc(Cl)c2)n1CCc1ccccc1 | -11 | -2
CCCCC(=O)Nc1ccc(C(=O)NNC(=O)c2ccccc2Br)cc1 | 6 | nt
CC12c3ccccc3C(c3ccccc31)C1C(=O)N(Cc3cccnc3)C(=O)C12 (stereo unspecified) | 2 | nt
CC(C)Oc1ccc(/C(O)=C2/C(=O)C(=O)N(CCCN3CCOCC3)C2c2ccncc2)cc1 (stereo unspecified) | nt | -2
COc1ccccc1CNC(=O)C1CC(c2ccc([N+](=O)[O-])cc2)=NO1 (stereo unspecified) | -9 | nt
O=S(=O)(NCc1cc(-c2ccc(Cl)cc2)no1)c1ccc(Cl)cc1 | 7 | nt
CCOC(=O)C1(CCC(C)C)CC(CSc2nc3ccccc3[nH]2)OC1=O (stereo unspecified) | 5 | nt

Rewritten field by field: part of the list above
SMILES: CC(=NCCN1CCNCC1)C1=C(O)CC(C)(C)CC1=O
  RmlCD inh mix: -13
  RT RNaseH block: -13
SMILES: COc1ccc(-c2cc(C(F)(F)F)nc(N3CCN(c4ccccc4)CC3)n2)cc1OC
  RmlCD inh mix: nt
  RT RNaseH block: 9
SMILES: O=C(CSc1ccc(-c2ccccc2)nn1)NCc1ccco1
  RmlCD inh mix: -9
  RT RNaseH block: nt
SMILES: CC(c1cccnc1)N(C(=O)Nc1ccccc1)C1CCCCC1 (stereo unspecified)
  RmlCD inh mix: 19
  RT RNaseH block: -4

(next part)
SMILES | RmlCD inh mix | RT RNaseH block
CCOC(=O)c1cnc(SC)nc1Sc1ccccc1 | 4 | nt
COc1ccc(/C=C/C(=O)Nc2c(C)nn(C)c2C)cc1COc1ccc(Cl)cc1Br | 6 | nt
Cc1ccccc1-n1nc(C)c2cc(C(=O)N3CCN(S(=O)(=O)c4ccccc4)CC3)sc21 | nt | 0
COc1ccccc1S(=O)(=O)Cc1ccc(C(=O)N2CCCC2)o1 | 57 | -8
CN(C)C(=O)C1(c2ccccc2)CCN(S(=O)(=O)c2ccccc2)CC1 | -13 | -5
COc1cc(CN2CCC(C(=O)N3CCN(c4ccccc4F)CC3)CC2)ccc1O | 3 | -6
Cc1cccc(N(Cc2ccccc2F)S(C)(=O)=O)c1 | -10 | -53
CC(C)CCNC(=O)NC(=O)COc1ncnc2sccc12 | -9 | -36
COc1cccc(-c2nnc(SCC(=O)Nc3ccc(S(N)(=O)=O)cc3)n2C)c1 | -11 | -7
O=C(c1ccco1)N1CCN=C1SCc1ccc(F)cc1 | -13 | 0
O=S(=O)(NCc1ccccc1)c1ccc(S(=O)(=O)N(Cc2ccccn2)C2CCCC2)cc1 | -13 | nt
CCOc1ccccc1OCC(=O)Nc1ccc(Cl)cc1Cl | -16 | nt
CCC(=O)NCCc1nc2cc(NC(=O)c3ccccc3OC)ccc2n1C | -6 | nt
CCO[C@@H]1OC(C(=O)N2CCOCC2)=C[C@H](c2ccccc2)[C@H]1CCCO | 6 | nt
COc1ccc(OC)c(C2CC(=O)C3=C(C2)NC(=O)CC3c2ccc(O)c(OC)c2)c1 (stereo unspecified) | -16 | 0
Cn1c(=O)c2c(nc(Oc3ccc4c(c3)OCO4)n2Cc2ccc(F)cc2)n(C)c1=O | 1 | 16
CC1CCCCC1NC(=O)c1ccc(S(=O)(=O)N2CCCC2)cc1 (stereo unspecified) | -8 | nt
COc1ccc(Cl)cc1-c1n[nH]c(=S)n1C | 0 | nt
Cc1ccc(SC[C@H](Cc2ccccc2)N2CCN(CC(C)C)CCC2=O)cc1 | -7 | nt
CCOC(=O)c1cc2c(=O)n3cccc(C)c3nc2n(Cc2ccco2)c1=NC(=O)c1ccccc1 | 36* | nt

Rewritten with values under each structure: part of the list above
Under each structure – RmlCD inh mix, RT RNaseH block
- CN(C)C(=O)C1(c2ccccc2)CCN(S(=O)(=O)c2ccccc2)CC1
 : -13, -5
- COc1cc(CN2CCC(C(=O)N3CCN(c4ccccc4F)CC3)CC2)ccc1O
 : 3, -6

Sorted by length of the SMILES (rising): three of the compounds above.
SMILES | RmlCD inh mix | RT RNaseH block
O=C(c1ccco1)N1CCN=C1SCc1ccc(F)cc1 | -13 | 0
COc1cccc(-c2nnc(SCC(=O)Nc3ccc(S(N)(=O)=O)cc3)n2C)c1 | -11 | -7
Cn1c(=O)c2c(nc(Oc3ccc4c(c3)OCO4)n2Cc2ccc(F)cc2)n(C)c1=O | 1 | 16

Other structures
SMILES | RmlCD inh mix | RT RNaseH block
Cc1ccc(Nc2c([N+](=O)[O-])cc(C(=O)N3CC(=O)Nc4ccccc43)cc2[N+](=O)[O-])c(C)c1 | -7 | nt
CCCCNC(=O)NS(=O)(=O)c1ccc(C(=O)OC)o1 | -4 | -14
Cn1c(=O)c2c(n(Cc3ccccc3)c1=O)NC(=O)C2CC(=O)O (stereo unspecified) | -8 | nt
COC(=O)C1=CN(c2cccc(C)c2)C=C(C(=O)OC)C1c1cc(OC)c(O)c([N+](=O)[O-])c1 | -13 | nt
CN(C)S(=O)(=O)Nc1ccc2c(c1)Cc1ccccc1-2 | -10 | -3
COC(=O)C(CC(C)C)NC(=O)c1ccc(F)cc1 (stereo unspecified) | 4 | -7
COc1ccc(NC2=Nc3ccccc3CC2)cc1 | -17 | -4
O=C(C1CCN(S(=O)(=O)c2cccc3cccnc23)CC1)N1CCN(Cc2ccccc2)CC1 | nt | -2
COc1cc2nc(SCc3ccc(F)cc3)n(Cc3cccs3)c(=N)c2cc1OC | 1 | nt
Cc1cc(C)nc(N2CCCC(C(=O)NCc3ccccc3)C2)n1 (stereo unspecified) | -11 | nt
COc1ccc(OC)c2[nH]c(=O)c(CCNS(=O)(=O)c3ccccc3)cc12 | nt | -7
CC(=O)c1ccc(NC(=O)c2cccs2)cc1 | 5 | nt
C/C(=N\N=C\c1ccccc1)c1nnn(-c2nonc2N)c1C | 13 | nt
COc1cccc(OCc2nc3c4cnn(-c5ccccc5)c4ncn3n2)c1 | 3 | 49
COC(=O)c1sc(OC)cc1OCc1ccc(C)cc1 | -9 | nt
COc1ccc2c(c1)CCc1c(C(=O)NCCN3CCOCC3)noc1-2 | -4 | 2
CCn1c(SCC(=O)c2ccc3c(c2)OCCO3)nnc1C(C)C | -10 | 3
COc1ccc(S(=O)(=O)Nc2cc3c(C(C)=O)c(C)oc3c3ccccc23)cc1 | -4 | nt
O=C(Nc1sc2c(c1C(=O)NCc1ccco1)CCCC2)c1ccc2c(c1)OCO2 | -23 | 34
COc1c(O)cccc1[C@@H](O)C1CCN(CCc2ccc(F)cc2)CC1 | -14 | nt

Part of the list above, with values under each structure.
Every second line gives: RmlCD inh mix	RT RNaseH block
> COc1cccc(OCc2nc3c4cnn(-c5ccccc5)c4ncn3n2)c1
    3	49
> COC(=O)c1sc(OC)cc1OCc1ccc(C)cc1
    -9	nt

Further results.
SMILES | RmlCD inh mix | RT RNaseH block
COc1ccc(N2CCN(Cc3nc4c(c(=O)n(C)c(=O)n4C)n3CCc3ccccc3)CC2)cc1 | -9 | 8
CC1(C)CC2(CCO1)NCCN1C(=O)CSC12 (stereo unspecified) | 7 | -4
O=S(=O)(c1ccc(Br)cc1)N1CCCC1c1nc2ccccc2s1 (stereo unspecified) | 2 | nt
COc1ccc(-n2c(SC)nnc2-c2c[nH]c3ccccc23)cc1 | -4 | -2
Cc1cc(N)c(NC2=CC(=O)CC(C)(C)C2)cc1C | -12 | -4
O=C(NCC1CCCO1)c1ccc(COCC(F)(F)C(F)F)cc1 (stereo unspecified) | -10 | -9
COc1ccc(CC(=O)Nc2ccc(-c3cn4ccc(C)cc4n3)cc2)cc1 | -5 | nt
O=C(Nc1ccc2c(c1)OCCO2)C1CCCN1S(=O)(=O)c1cccc2cccnc12 (stereo unspecified) | 9 | -17
COC(=O)c1ccc(N2C(=O)CC(SCCN)C2=O)cc1 (stereo unspecified) | 13 | -9
CN1CC=C2C(C#N)=C(N)C(C#N)(C#N)[C@H](c3ccoc3)[C@H]2C1 | -6 | nt
COc1ccc(/C(O)=C2/C(=O)C(=O)N(CCCN(C)C)C2c2ccc(C)o2)cc1Cl (stereo unspecified) | 3 | 3
COC(=O)[C@@H]1C[C@@]2(O)[C@H](O)[C@H](O)[C@H](O)C[C@H]2N1Cc1ccc(C)s1 | -7 | nt
Cc1ccc(CNCCC2=CCCCC2)cc1 | -11 | nt
OC(COCc1ccc(Cl)cc1)CN1CCN(CC(O)COCc2ccc(Cl)cc2)CC1 (stereo unspecified) | 1 | -7
COc1ccccc1CN1CCCCC1c1cccnc1 (stereo unspecified) | -16 | -19
Cc1ccc(-c2nnc(SCC(=O)Nc3ccc4c(c3)oc3ccccc34)n2C)c(Cl)c1 | -10 | nt
COC(=O)c1c(C)oc2ccc(OC(=O)c3cccs3)cc12 | 3 | -50
COc1ccc(-c2nc(CSCC(=O)N3CCN(C4CCCCC4)CC3)c(C)o2)cc1OC | -11 | -11
